MRP reversal: MRP-mediated drug resistance reversal; differential viability (reversal), % at 10 µM; H69AR cells + 2 uM doxorubicin, CellTiter-Glo, 72 h; actives 0.04% (n = 85,000);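 active = viability drop by adding the cancer drug above about 55%, with treated viability meeting a 40% cutoff, limit read from the data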;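 also: viability without doxorubicin minus viability with 2 µM doxorubicin for each compound; larger differential means the compound sensitizes cells more to doxorubicin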
IL1B NFkB inh: blocks IL-1B driven NFkB nuclear translocation in HUVEC cells | HUVEC IL-1B NFkB p65 nuclear translocation imaging | inhibition, % at 2 µM | actives 0.43% (n = 94,000);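 active = inhibition above about 30% together with a positive call from visual inspection of the well image, limit read from the data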;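 also: nuclear over cytoplasmic p65 intensity ratio measured by imaging; 0% = IL-1B stimulated DMSO wells and 100% = unstimulated DMSO wells; values of inactives mirror those of a sister screen read the other way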
Bcl-B TR3 displacers: displacers of TR3 peptide from Bcl-B, primary screen, selectivity assay for Bfl-1 inhibitor project, biochemical, fluorescence polarization; AID 748; actives 0.11% (n = 96,000); FP displacement of FITC-TR3 peptide from Bcl-B; higher % means a stronger effect; one-dose displacement, % at 20 µM; IC50 in µM for titrated hits;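 active = displacement above 50% at 20 µM plus a fluorescence interference ratio under 1.5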;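 also: plate controls were wells without compound for no effect and wells lacking Bcl-B protein for full effect; a part of the inactive calls stands beside numbers as strong as those of hits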
PLAP inhibitors HTS: PLAP enzyme inhibitors, biochemical, luminescence, HTS (AID 690); purified PLAP, luminescent substrate; higher % means a stronger effect; one-dose inhibition, % at 20 µM; IC50 in µM for titrated hits; actives 0.08% (n = 96,000); in the data active = a potency from the dose series; inactive = the rest, 99 in 100 with inhibition below about 30%; also: strong numbers were not always called active
IL1B NFkB pot: enhances IL-1B driven NFkB nuclear translocation | HUVEC IL-1B NFkB p65 nuclear translocation imaging | activation, % at 2 µM | actives 0.3% (n = 94,000) | AID 819;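 active = activation above 40%, about the mean plus 3 SD, also judged a hit on visual image review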;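 also: percent activation is computed from the nuclear over cytoplasmic p65 intensity ratio; values of inactives mirror those of a sister screen read the other way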
MRP reversal cytotoxicity: second read-out of MRP reversal, no call of its own (marks repeat the call); viability, %; H69AR cells, CellTiter-Glo, 72 h; measured here: cytotoxicity without doxorubicin
MRP reversal with doxorubicin: also measured in MRP reversal; calls as there; viability, %; measured here: viability with 2 uM doxorubicin; hits give low values
IL1B NFkB inh cell count 2 µM: second read-out of IL1B NFkB inh, no call of its own (marks repeat the call); cell count; measured here: cells passing quality filter;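 raw number of nuclei counted in each imaged well without normalization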
IL1B NFkB pot cell count 2 µM: also measured in IL1B NFkB pot; calls as there; cell count; measured here: cells passing quality filter
Active calls of the source: *; . = not tested or not shown. A portion of the library; the hit share may differ from the screen's.

Fields: MRP reversal	MRP reversal cytotoxicity	MRP reversal with doxorubicin	IL1B NFkB inh	IL1B NFkB inh cell count 2 µM	Bcl-B TR3 displacers	PLAP inhibitors HTS	IL1B NFkB pot	IL1B NFkB pot cell count 2 µM
- O=C1NC2(Nc3ccccc31)C(=O)Nc1ccccc12 (configuration not stated)
  -1	84	86	9	128	-8%	-27%	-9	128
- O=C(COc1ccccc1)N1CCNC1=O
  -4	82	87	2	185	-5%	0%	-2	185
- CCC(=O)Nc1nc2ccccc2n1CCN1CCOCC1
  11	100	88	-6	117	8%	-34%	6	117
- CC(=O)c1ncnn1CC(=O)c1ccc(Cl)cc1Cl
  9	110	101	-5	82	-3%	-39%	5	82
- Cc1cc(C)cc(Oc2ccc(C(F)(F)F)cc2C#N)c1
  21	91	70	-11	182	5%	38%	11	182
- CC(=O)NCCSC(=O)c1ccc(F)cc1
  -6	96	102	.	.	-6%	-21%	.	.
- CCCCCC(=O)Nc1ccc(N2CCN(CC)CC2)c(Cl)c1
  .	.	.	.	.	-9%	18%	.	.
- O=C(Cn1sc2ccccc2c1=O)NC12CC3CC(CC(C3)C1)C2
  .	.	.	-12	179	-6%	16%	12	179
- O=C(c1cccc(-n2cnnn2)c1)N1CCOCC1
  4	99	95	-6	126	-8%	12%	6	126
- CCn1nnc(-c2ccccc2NC(=O)c2cnccn2)n1
  -1	61	63	-3	102	.	.	3	102
- CCCS(=O)(=O)N1CCC(C(=O)NCCc2ccc(OC)c(OC)c2)CC1
  5	91	87	8	168	-2%	-20%	-8	168
- CCOc1ccc(C(=O)Nc2nnc(C(C)C)s2)cc1OCC
  .	.	.	8	184	3%	10%	-8	184
- O=C(Nc1ccc(F)cc1F)c1noc2c1CCC2
  5	95	91	.	.	46%	19%	.	.
- Cc1cc(N2CCC(C(=O)NC3CC3)CC2)nc(-c2ccccc2)n1
  -11	68	79	-19	94	-16%	-4%	19	94
- CC(C)C(=O)Nc1cccc(-c2nc3ccccc3o2)c1
  6	91	85	-6	134	-12%	6%	6	134
- CCOC(=O)c1sc2ccc(S(=O)(=O)N3CCCCC3)cc2c1N
  -2	71	73	3	130	1%	10%	-3	130
- CCOC(=O)C1CCN(C(=O)CCc2ccccc2)CC1
  16	102	86	-26	168	-10%	-10%	26	168
- CCOC(=O)c1[nH]c(C)c(C(=O)NCc2ccc(OC)cc2)c1C
  7	99	92	-34	188	9%	9%	34	188
- O=S(=O)(N/N=C/c1c(F)cccc1Cl)c1ccccc1
  .	.	.	3	176	1%	-28%	-3	176
- COC(=O)c1cc(NC(=O)CSc2nncn2C)cc(C(=O)OC)c1
  1	99	98	-9	132	4%	12%	8	74
- CCOC(=O)c1sc2ncn(C(C)C(=O)OCC)c(=O)c2c1C (configuration not stated)
  -3	89	92	-10	178	-1%	-68%	10	178
- Cc1ccc(CNC(=O)CCNS(=O)(=O)c2ccc(C)cc2)cc1
  9	107	97	-18	74	-13%	19%	18	74
- O=C(NCC1COc2ccccc2O1)C1C2C=CC3(CN(Cc4cccs4)C(=O)C13)O2 (configuration not stated)
  1	91	90	2	173	-1%	-9%	-2	173
- CCOC(=O)c1cc(-c2ccccc2)sc1NC(=O)CN1C(=O)NC(CC)(c2ccccc2)C1=O (configuration not stated)
  .	.	.	-10	163	-51%	-83%	10	163
- Cc1ccc(F)cc1NC(=O)CCC(=O)c1cccs1
  .	.	.	-13	211	-6%	15%	13	211
- COc1cc(OC)c(C2C3=C(CCCC3=O)Nc3nc4ccccc4n32)cc1OC (configuration not stated)
  7	82	75	.	.	-6%	2%	.	.
- O=C1c2oc3ccc(F)cc3c(=O)c2C(c2ccccc2)N1CC1CCCO1 (configuration not stated)
  -15	60	75	11	94	-7%	-5%	-11	94
- O=C(Cn1cnc2c(nnn2Cc2ccc(F)cc2)c1=O)N1CCCCC1
  8	90	82	-15	70	-21%	-1%	15	70
- O=C(CCCn1c(=S)[nH]c2cc3c(cc2c1=O)OCO3)N1CCN(c2ccccc2F)CC1
  9	91	82	-5	156	-2%	-47%	5	156
- Cc1onc(-c2ccccc2)c1C(=O)n1cccn1
  1	94	93	6	112	-2%	19%	-7	112
- CC(C)N=C(Nc1ccccc1)c1cccnc1
  .	.	.	-1	179	1%	12%	1	179
- CCc1c(C)nc2ncnn2c1N1CCCC(C(=O)Nc2ccc(NC(C)=O)cc2)C1 (configuration not stated)
  -2	94	96	-5	135	1%	-36%	5	135
- Cc1ccc(C)c(NC(=O)c2ccc(N(C)S(C)(=O)=O)cc2)c1
  3	94	91	6	166	13%	-8%	-6	166
- COC(=O)c1sc(NC(=O)CSc2nncs2)c(C(=O)OC)c1C
  -17	52	69	-6	132	-25%	-40%	6	132
- Cc1cc(=O)[nH]c(SCC(=O)c2c(N)n(C)c(=O)n(C)c2=O)n1
  .	.	.	8	215	12%	18%	-8	215
- O=C(CSc1nnc(-c2ccoc2)o1)N1CCOCC1
  0	102	101	5	166	26%	5%	-5	166
- Cc1cc(C)n(CC(O)Cn2c3ccccc3c3ccccc32)c(=O)n1 (configuration not stated)
  -10	106	116	-11	136	-27%	-43%	11	136
- CCS(=O)(=O)c1ccc(-c2csc(-c3ccccc3)n2)c(Cl)c1Cl
  .	.	.	3	190	0%	-5%	-3	190
- CCSc1ncc(/C=N/Nc2ccccc2)n1C
  .	.	.	2	90	3%	-10%	-2	90
- Cc1ccc(C)c2nc(SCC(=O)N3CCCc4ccccc43)c(C#N)cc12
  .	.	.	-1	99	5%	0%	1	99
- COC(=O)[C@H](C)NC(=O)COc1ccccc1
  .	.	.	3	176	-2%	10%	-3	176
- O=C(COc1ccccc1F)NC1CC1
  -3	101	104	-17	135	4%	6%	17	135
- COCc1c(C(=O)OCc2nc(N)nc(Nc3ccccc3C)n2)oc2ccccc12
  .	.	.	-22	124	.	.	22	124
- COC(=O)CSc1nnc(CNc2ccc(Cl)cc2)n1-c1ccccc1
  -3	91	94	-7	162	-9%	-20%	7	162
- O=C(NCc1cccs1)c1noc2c1CCCC2
  -17	48	64	.	.	6%	2%	.	.
- Cc1cccc2nc(=S)n(C(=O)c3ccco3)n12
  0	59	59	-29	132	5%	3%	29	132
- Cc1c(NS(=O)(=O)c2ccccc2)c(=O)n(-c2ccccc2)n1C
  3	95	92	-3	171	-5%	4%	3	171
- CSc1ccc(NC(=O)CC(C)=O)cc1
  .	.	.	-1	190	-10%	-8%	1	190
- Cc1ccc(C)c(CN2C(=O)C(C)Oc3ccc(C)cc32)c1 (configuration not stated)
  .	.	.	-28	154	7%	4%	28	154
- CCN1CCN(c2cc(C)c3cc(NC(=O)c4cnccn4)ccc3n2)CC1
  8	104	95	7	154	14%	-51%	-7	154
- Brc1ccc(CSc2ncnc3nc[nH]c23)cc1
  9	99	90	.	.	0%	-74%	.	.
- CC(C)(C)c1ccc(C(=O)c2c[nH]c(C(=O)NCc3cccnc3)c2)cc1
  .	.	.	.	.	-1%	-7%	.	.
- CC(=O)Nc1cccc(NC(C)=O)n1
  -20	88	108	-10	123	.	.	10	123
- CC1=NC2(CCCc3c2no[n+]3[O-])N(O)C1(C)C (configuration not stated)
  8	95	87	.	.	9%	-2%	168*	103*
- CC(C)(C)NC(=O)C(c1ccncc1)N(C(=O)CNC(=O)c1ccco1)c1ccc2c(c1)OCO2 (configuration not stated)
  .	.	.	-2	108	-2%	16%	2	108
- CCCc1cc(=O)n2[nH]c(NCc3ccc(Cl)cc3Cl)nc2n1
  7	96	89	-3	83	1%	11%	3	83
- Cc1ccc(S(=O)(=O)NCC(=O)N2CCC(C)CC2)cc1
  20	100	80	1	51	15%	0%	-1	51
- CCOC(=O)c1c(NC(=O)Cn2c(C)nc3ccccc32)sc2c1CCC2
  8	36	28	6	143	-6%	10%	-6	143
- CC1(C(=O)O)COC(c2ccc([N+](=O)[O-])cc2)OC1 (configuration not stated)
  -3	93	96	1	167	3%	-9%	-1	167
- COc1cc(C(c2c(C)[nH][nH]c2=O)c2c(C)[nH][nH]c2=O)ccc1OCc1ccc([N+](=O)[O-])cc1
  6	91	85	-19	179	2%	-163%	19	179

Record cards, from the list above:
Cc1ccc(S(=O)(=O)NCC(=O)N2CCC(C)CC2)cc1 in the list: MRP reversal: 20; MRP reversal cytotoxicity: 100; MRP reversal with doxorubicin: 80; IL1B NFkB inh: 1; IL1B NFkB inh cell count 2 µM: 51; Bcl-B TR3 displacers: 15%; PLAP inhibitors HTS: 0%; IL1B NFkB pot: -1; IL1B NFkB pot cell count 2 µM: 51
CCN1CCN(c2cc(C)c3cc(NC(=O)c4cnccn4)ccc3n2)CC1 in the list: MRP reversal: 8; MRP reversal cytotoxicity: 104; MRP reversal with doxorubicin: 95; IL1B NFkB inh: 7; IL1B NFkB inh cell count 2 µM: 154; Bcl-B TR3 displacers: 14%; PLAP inhibitors HTS: -51%; IL1B NFkB pot: -7; IL1B NFkB pot cell count 2 µM: 154

Other records
Fields: MRP reversal	MRP reversal cytotoxicity	MRP reversal with doxorubicin	IL1B NFkB inh	IL1B NFkB inh cell count 2 µM	Bcl-B TR3 displacers	PLAP inhibitors HTS	IL1B NFkB pot	IL1B NFkB pot cell count 2 µM
- CCN1CCN(C(=O)CN(CC)S(=O)(=O)c2ccc(Cl)cc2)CC1
  2	101	99	1	196	-3%	-24%	-1	196
- Cc1nc(SCC(=O)N(C)Cc2ccco2)c2c(C)c(C)sc2n1
  -5	62	67	-2	224	-9%	-75%	2	224
- CCOc1ccc(NC(=O)CN(C)CC(=O)Nc2cc(Cl)ccc2C#N)cc1OCC
  -7	66	73	-2	148	-21%	-110%	2	148
- Nc1ccc(C2CCCc3nonc32)c2nonc12 (configuration not stated)
  10	93	84	4	140	-7%	22%	-4	140
- Cc1cc2c(cc1C)CSC(c1ccccc1OC(=O)C(C)(C)C)SC2
  .	.	.	-15	182	6%	12%	15	182
- CCCC(=O)N(Cc1cc2cc(C)ccc2[nH]c1=O)c1ccccc1OC
  0	91	91	3	197	-3%	-32%	-3	197
- COc1ccc(NC(=O)c2ccc3c(=O)n(Cc4ccco4)c(=S)[nH]c3c2)c(OC)c1
  -28	42	69	2	194	11%	-5%	-2	194
- CC(=O)Nc1ccc(S(=O)(=O)N2CCN(S(=O)(=O)N3CCCCCC3)CC2)cc1
  -10	95	105	1	83	-5%	11%	-1	83
- COc1ccc(C(=O)COC(=O)CCN=C2NS(=O)(=O)c3ccccc32)cc1OC
  6	94	88	1	180	2%	-7%	-1	180
- CCc1ccc(NC(=O)c2ccc(C3SCC(=O)N3CCc3ccccc3)cc2)cc1 (configuration not stated)
  .	.	.	8	182	-7%	-45%	-8	182
- COc1ccccc1CCNC(=O)c1cnccn1
  10	88	78	-7	134	0%	-16%	7	134
- O=C(Cn1cc([N+](=O)[O-])cn1)Nc1ccccn1
  .	.	.	5	114	6%	-20%	-5	114
- CCCN(CCC)S(=O)(=O)c1ccc(C(=O)N2CCC(=O)c3ccccc32)cc1
  2	54	52	-10	186	2%	-49%	9	186
- COc1ccc(NC(=O)N2CCC(c3nc(-c4cccs4)no3)CC2)cc1
  3	80	77	-6	157	-3%	-34%	5	157
- CCC(=O)N1CCN(c2ccccc2NC(=O)c2ccc(OC)c(Cl)c2)CC1
  -18	54	73	-4	168	-1%	-88%	4	168
- CCc1cccc2c(=O)c(C(=O)NCCN3CCOCC3)c[nH]c12
  2	96	95	0	126	-13%	-26%	0	126
- O=C(CCc1ccccc1)NC(=S)Nc1cc(C(F)(F)F)ccc1N1CCOCC1
  .	.	.	-14	161	-6%	5%	14	161
- O=C(c1cccc(F)c1)N1CCN(c2cc(N3CCCCC3)c(F)cc2[N+](=O)[O-])CC1
  .	.	.	13	156	8%	10%	-13	156
- COC(=O)c1sccc1NC(=O)CN(C)NS(=O)(=O)c1ccc(F)cc1
  .	.	.	-17	128	-2%	6%	17	128
- COC(=O)c1nnn(CC(=O)Nc2cccc(Cl)c2)c1C(=O)OC
  3	104	101	-22	153	0%	10%	22	153
- Cc1cc2cc(CCNC(=O)c3c(-c4ccccc4Cl)noc3C)c(=O)[nH]c2cc1C
  -14	64	77	.	.	-7%	-42%	.	.
- CCN(CCNC(=O)C1CCN(c2nnc(-n3cccc3)s2)CC1)c1ccccc1
  .	.	.	.	.	-8%	-58%	.	.

Compound activity from PubChem BioAssay.
